NR2E3 ag-1 = NR2E3 agonists in two-hybrid cells, primary screen, cell-based, luminescence, CHO-S, Gal4-NCOR/VP16-NR2E3; AID 602229, 2012; inhibition of corepressor binding, % at 3.98 µM; luciferase; actives 0.35% (n = 360,000); Photoreceptor-specific nuclear receptor (Homo sapiens), Q9Y5X4;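 active means inhibition above the mean of all tested compounds plus 3 SD, cut at about 70% in these data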;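 further: 0% = DMSO with NR2E3 transfected cells and 100% = cells lacking NR2E3 construct; higher means lower luciferase signal from less NR2E3 corepressor binding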
Target sequence (Q9Y5X4 whole entry, looked up, the tested form may be a part): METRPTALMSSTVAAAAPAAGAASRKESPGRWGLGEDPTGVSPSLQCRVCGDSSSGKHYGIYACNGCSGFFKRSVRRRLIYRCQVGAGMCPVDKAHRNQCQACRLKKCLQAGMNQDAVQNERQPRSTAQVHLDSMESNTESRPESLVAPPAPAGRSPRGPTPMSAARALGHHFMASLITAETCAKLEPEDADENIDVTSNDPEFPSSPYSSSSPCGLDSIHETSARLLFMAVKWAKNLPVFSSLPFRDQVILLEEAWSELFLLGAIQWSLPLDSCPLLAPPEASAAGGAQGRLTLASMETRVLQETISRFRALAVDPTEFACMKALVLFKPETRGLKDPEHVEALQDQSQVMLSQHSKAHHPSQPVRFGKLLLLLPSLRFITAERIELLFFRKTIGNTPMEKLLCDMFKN
CF NFkB block = inhibitors of PAF-induced NF-kB signaling, primary screen, cell-based, GFP fluorescence, uHTS; KKLEB NF-kB-GFP reporter, GFP fluorescence overnight; AID 588850, 2011; actives 0.86% (n = 360,000); inhibition, % at 5 µM;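 active means at least 50% inhibition at 5 µM, scaled per plate between neutral and stimulator controls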;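 further: PAF is a Pseudomonas aeruginosa culture filtrate used as stimulus; plate controls were PAF-stimulated DMSO wells for no effect and unstimulated DMSO wells for full effect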
aDG glyco act = activators of alpha-DG glycosylation, primary screen, uHTS, Pro5-aDG cells, AlphaScreen; alpha-DG glycosylation AlphaScreen (IIH6); 0% Pro5, 100% B10-LARGE cell signal; activation, % at 10 µM; actives 0.22% (n = 360,000); AID 624168, 2012;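 active means activation of at least 8% versus controls, or a plate z-score of at least 8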;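 further: Pro5 are CHO cells carrying HIG-tagged alpha-DG that lacks glycosylation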
TWEAK Fn14 block = inhibitors of TWEAK-Fn14 signaling, primary screen, luciferase reporter cells, uHTS; inhibition, % at 10 µM; actives 2% (n = 360,000); AID 1159606, 2016; TWEAK-stimulated Fn14 reporter cells, luciferase luminescence, 8 h; in the data active means inhibition above about 50%
MITF TRPM1 inh = inhibitors of MITF-dependent TRPM1 promoter reporter, primary screen, cell-based, SK-MEL-5, single point, luciferase; inhibition, % at 12.5 µM; actives 0.83% (n = 330,000); SK-MEL-5 TRPM1 promoter luciferase, 24 h;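 active means mean inhibition across replicates of 60% or more, whatever share of single replicates reaches that level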; further: values of inactives mirror those of a sister screen read the other way
iPSC survival up = enhancers of single-cell hiPSC survival, primary screen, ATPlite luminescence; 100% = ROCK inhibitor wells, 0% = DMSO; survival enhancement, % at 20 µM; actives 0.044% (n = 360,000); AID 602274, 2012; in the data active means survival enhancement above about 18%;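 further: cells exposed to compounds for 16 hours before the ATP read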
Shn3 3UTR inh = reduction of Shn3 3'UTR firefly luciferase signal, primary screen, Schnurri-3 inhibitor project, cell-based, Clone20 osteoblasts, set 2; actives 0.52% (n = 360,000); Clone20 osteoblast Shn3 3'UTR firefly luciferase, 24 h; inhibition, % at 12.5 µM; AID 588674, 2011;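 active means mean inhibition of at least 75% with every replicate also reaching 75%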;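 further: 0% = median of neutral control wells and 100% = pilot-screen positive control compound; some compounds past the cut are filed as inactive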
HIF-2a inh = HIF-2a reporter inhibitors, primary screen, luminescence, 786-0 RCC cells. 786-0 RCC cells HIF-2a reporter, luciferase luminescence, overnight. inhibition, % at 18.8 µM. actives 0.72% (n = 360,000). AID 624352, 2012;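 active means inhibition of the luminescence signal of 40% or more relative to plate controls, in a single-dose primary screen at 18.75 µM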
Peg3 prom inh = Peg3 promoter-driven luciferase inhibitors, primary screen, cell-based, HeLa, luciferase luminescence | HeLa PEG-Prom luciferase reporter, overnight | inhibition, % at 20 µM | actives 1.7% (n = 360,000);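 active means inhibition of at least 50% at 20 µM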
NR2E3 ag-2 = inhibitors of NR2E3-RetCOR corepressor binding, primary screen, NR2E3 agonist project, biochemical, TR-FRET, GST-NR2E3, biotin-RetCOR; inhibition of corepressor binding, % at 4.78 µM; 1536-well; AID 2300, 2010; Photoreceptor-specific nuclear receptor (Homo sapiens), Q9Y5X4; actives 0.12% (n = 320,000);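 active means percent inhibition above the cutoff of mean plus 3 SD of all tested compounds, set per screening campaign, cut at about 20% in these data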;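 further: 0% = DMSO wells and 100% = biotin wells as full block of FRET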
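Test system: GST-NR2E3 and biotin-RetCOR proteins | Quantity: 1.35 nM GST-tagged NR2E3 final | Medium: Tris pH 7.5 | Also added: 7 nM biotin-RetCOR | Dosing: Compound at 4.8 µM, single dose | Timing: 5 h at 4 °C | Detection: Time-resolved FRET | Read-out basis: Percent inhibition | Benchmarks: Biotin wells as high control, 0.6% DMSO wells as low control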
KKLEB cytotox = cytotoxicity in KKLEB CF airway cells, primary screen, cytotoxicity control for CF NF-kB inhibitor project, cell-based, uHTS, fluorescence assay plates. KKLEB CF airway cells viability, ATPlite luminescence, overnight; hits give low values; cells stimulated with P. aeruginosa culture filtrate. activity change (cytotoxicity), % at 5 µM. actives 0.36% (n = 360,000);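 active means corrected activity change at or below -50% at 5 µM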
Numbers without * were called inactive; nt = not tested or not shown.

SMILES	NR2E3 ag-1	CF NFkB block	aDG glyco act	TWEAK Fn14 block	MITF TRPM1 inh	iPSC survival up	Shn3 3UTR inh	HIF-2a inh	Peg3 prom inh	NR2E3 ag-2	KKLEB cytotox
Cc1ccc(SCc2cc(=O)[nH]c(N3CCN(C)CC3)n2)cc1	-12	-8	-0.3	6	-7	0.8	-8	14	16	1	-12
Cc1cc(NC(=O)CSc2nc3c(c(=O)n2Cc2ccccc2)SC(C)C3)no1 (stereo not drawn)	-23	21	-0.1	-10	-14	-0.9	21	-94	-52	2	-14
CC1(c2ccccc2)NC(=O)N(CC(=O)NCc2cccc(Cl)c2)C1=O (stereo not drawn)	3	3	0.1	5	1	-0.1	-1	8	-7	2	-7
CC(NC(=O)/C(C#N)=C1\N=C(NC(=O)c2cccs2)c2ccccc21)c1ccccc1 (stereo not drawn)	-1	14	-0.2	-18	6	-0.4	-26	0	13	-4	3
CCCC(=O)N1CCCC1(C)C(=O)Nc1ccc2c(c1)CCN2C(C)=O (stereo not drawn)	11	-2	-0.2	-11	nt	-3.8	9	1	-13	nt	3
O=C(O)/C=C/C(=O)Nc1cc(F)ccc1F	7	-2	0.0	8	4	-0.6	-2	16	2	5	5
COc1ccc(NC(=O)CCN2CCN(S(=O)(=O)c3ccc(Br)cc3)CC2)cc1	7	13	-0.1	-2	4	-0.1	-5	12	-6	0	9
Cc1c(C(=O)OCC(=O)NC(=O)NC2CCCCC2)cccc1[N+](=O)[O-]	21	-6	0.2	7	-3	-2.8	7	8	5	nt	-20
COc1cccc(NC(=O)Cc2nnc(SCC(=O)NC(C)c3ccccc3)n2C)c1 (stereo not drawn)	3	14	0.0	13	-4	-1.2	-3	11	-13	-2	-10
O=C(Nc1ncc2c(n1)-c1ccccc1OC2)c1ccccc1Cl	-18	-10	0.2	13	-5	5.3	-7	-26	-18	0	9
CCOc1ccc(S(=O)(=O)N2CCOCC2)cc1NC(=O)CSCc1c(C)noc1C	-5	9	0.1	1	-2	1.2	-2	5	-8	0	-6
O=C(NCCc1c[nH]c2ccccc12)c1ccc([N+](=O)[O-])cc1	-48	-2	-0.1	-26	-21	-0.5	-3	-165	-103	0	0
Cn1c(=O)c2cc3c(nc2n(C)c1=O)CC(c1ccccc1)CC3=O (stereo not drawn)	26	-13	0.0	6	20	0.1	2	7	11	1	-17
O=C(NC1CCS(=O)(=O)C1)c1ccc(N2CCCCC2)c([N+](=O)[O-])c1 (stereo not drawn)	-33	-1	0.2	-5	-1	-0.2	3	-7	4	2	-2
CCOC(=O)c1cc(-c2ccccc2)n(CC(=O)NC(C)(C)C)c1C	-33	-4	0.0	13	3	-2.9	14	11	7	-4	4
CCCCN(CC)C(=O)c1ccc(-c2ccccc2)cc1	-18	14	0.3	4	-9	-0.8	3	-48	-3	1	4
Cc1ccc(NC(=O)C(c2ccc(Cl)cc2)N2CCCCC2)cc1 (stereo not drawn)	-5	10	0.7	-8	1	1.5	10	7	-10	nt	-10
Cc1ccc(SC[C@H](C)CN2CC[C@H](C)CCC2=O)cc1	2	12	0.1	-7	-10	-2.3	3	-43	-17	5	3
O=C(O)c1ccc(/C=N/NC(=O)c2ccc(F)cc2)cc1	-10	-9	-0.1	2	-3	-0.5	-7	18	3	-2	-5
COC(=O)c1ccccc1NC(=O)CNc1ccc(F)c(S(=O)(=O)N2CCOCC2)c1	26	9	-0.1	11	0	0.0	7	3	13	-3	-4
COc1cccc(C(=O)c2c(C)c(CCC#N)n3ccccc23)c1	-6	25	1.1	4	-5	-0.5	0	7	-3	6	-5
O=C(c1cc(-c2ccccc2Cl)nc2ccc(Br)cc12)N1CCN(c2ccccn2)CC1	-29	3	-0.3	58*	33	0.6	21	15	92*	6	8
Cc1ccc(S(=O)(=O)CCC(=O)N2CCN(c3ccccc3F)CC2)cc1	4	-1	0.0	23	-1	-0.2	-17	4	6	-1	-12
COc1ccc(/C(C)=N/NC(=O)CNC(=O)c2cccs2)cc1	-1	7	0.0	-1	2	0.0	3	18	7	4	11

An excerpt from above in order of number of heavy atoms, smallest number first:
SMILES	NR2E3 ag-1	CF NFkB block	aDG glyco act	TWEAK Fn14 block	MITF TRPM1 inh	iPSC survival up	Shn3 3UTR inh	HIF-2a inh	Peg3 prom inh	NR2E3 ag-2	KKLEB cytotox
O=C(O)c1ccc(/C=N/NC(=O)c2ccc(F)cc2)cc1	-10	-9	-0.1	2	-3	-0.5	-7	18	3	-2	-5
COc1ccc(/C(C)=N/NC(=O)CNC(=O)c2cccs2)cc1	-1	7	0.0	-1	2	0.0	3	18	7	4	11
COc1cccc(C(=O)c2c(C)c(CCC#N)n3ccccc23)c1	-6	25	1.1	4	-5	-0.5	0	7	-3	6	-5
CCOC(=O)c1cc(-c2ccccc2)n(CC(=O)NC(C)(C)C)c1C	-33	-4	0.0	13	3	-2.9	14	11	7	-4	4
Cc1ccc(S(=O)(=O)CCC(=O)N2CCN(c3ccccc3F)CC2)cc1	4	-1	0.0	23	-1	-0.2	-17	4	6	-1	-12
COC(=O)c1ccccc1NC(=O)CNc1ccc(F)c(S(=O)(=O)N2CCOCC2)c1	26	9	-0.1	11	0	0.0	7	3	13	-3	-4
O=C(c1cc(-c2ccccc2Cl)nc2ccc(Br)cc12)N1CCN(c2ccccn2)CC1	-29	3	-0.3	58*	33	0.6	21	15	92*	6	8

Additional records:
SMILES	NR2E3 ag-1	CF NFkB block	aDG glyco act	TWEAK Fn14 block	MITF TRPM1 inh	iPSC survival up	Shn3 3UTR inh	HIF-2a inh	Peg3 prom inh	NR2E3 ag-2	KKLEB cytotox
CCCC(=O)Nc1cc2c3c(c1)CCN3C(=O)CC2	6	3	-0.1	-2	5	-0.7	17	4	-16	3	1
Cc1ccc(SC(C)C(=O)NCc2ccncc2)cc1 (stereo not drawn)	-24	10	1.1	23	20	-0.2	-12	4	3	-3	5
CC(Oc1ccc(Br)cc1)C(=O)Nc1ccc(S(=O)(=O)N(C)C2CCN(C)CC2)cc1 (stereo not drawn)	26	22	2.0	-8	11	0.4	39	-6	37	-2	-9
Cc1ccc(S(=O)(=O)N2CCN(c3ncnc4scc(-c5ccccc5)c34)CC2)cc1	-32	9	0.0	-3	29	-0.2	24	-4	8	nt	-6
CCOC(=O)[C@]12CCC=C1N(Cc1ccc(Cl)cc1Cl)C(=O)[C@H](CC(=O)NCc1cccc3ccccc13)C2	-5	nt	0.0	22	nt	-0.1	nt	-3	nt	nt	nt
O=C1NC[C@@H](CCCCN2C[C@H](Cc3ccccc3)N(CC3CCCCC3)C(=O)C2=O)N(CC2CCCCC2)C1=O	-6	nt	-0.2	17	nt	-1.3	nt	11	nt	nt	nt
Fc1ccc(N2CCN(c3nc(CN4CCOCC4)nc4scc(-c5ccccc5)c34)CC2)cc1	-16	13	-0.4	41	14	1.6	70	16	40	-2	-11
COc1ccc(-c2csc(NC(=O)Cc3ccccc3)n2)cc1OC	-10	4	0.3	17	-6	-0.5	11	-54	-31	0	0
O=C(NC1CCCc2c1cnn2-c1cc(F)cc(F)c1)c1ccncc1 (stereo not drawn)	17	-9	-0.3	4	2	-0.5	-6	-31	-12	-2	-4
CC(=O)C(CC(=O)N1CCCc2ccccc21)C(=O)Nc1ccc(F)cc1 (stereo not drawn)	-2	2	0.0	5	7	5.2	2	8	5	0	-3
COc1cc(OC)cc(-c2cc3ccc(OC)cc3cn2)c1	-150	0	-0.2	9	-64	-5.5	-66	-267	-180	2	-55*
C=CCSc1nnc2c(n1)OC(C)=Nc1ccc(Br)cc1-2	4	-28	-0.2	-3	18	-1.9	-2	-2	2	2	2
Cc1ccc(-c2nn(C)c(=O)c3ccccc23)cc1CNC(=O)NC1CCCCC1	0	12	0.3	23	3	0.6	12	15	23	2	-2
Fc1ccc(OCCn2cnc(Cl)c2Cl)cc1	-5	-1	0.1	-18	3	-0.6	6	-34	-14	3	-5
Cc1ccc2sc(N(CCCN(C)C)C(=O)CN3C(=O)c4ccccc4C3=O)nc2c1C	-10	2	0.3	4	-18	-0.5	-22	9	-27	-2	-5
CCOc1ccc(NC(=S)NC(=O)/C=C/c2ccc(Br)cc2)c([N+](=O)[O-])c1	-9	13	0.0	-39	-7	-0.6	-32	-16	0	3	-7
CCOC(=O)C(C#N)=CN1CCNc2ccccc21	-8	12	0.1	28	-23	0.2	4	-21	-10	nt	3
O=C(Nn1cnnc1)c1ccc(F)c(S(=O)(=O)N2CCCCC2)c1	3	-15	-0.1	-12	-6	7.4	-6	13	11	1	8
CCOc1cc(/C=N\NC(=O)c2ccc(NC(=O)C(C)(C)C)cc2)ccc1OC(=O)c1ccc(OC)cc1	2	6	-0.3	-18	7	-0.2	-22	7	26	1	2
CC(C(=O)N1CCOCC1)n1cc([N+](=O)[O-])cn1 (stereo not drawn)	-3	-2	-0.1	-10	-5	2.3	-1	20	5	-1	3
O=C(Cc1ccccc1)NCCSCc1ccc(Cl)cc1	-12	-10	0.1	-8	-7	2.3	-29	12	4	7	-24
Cc1cc(C(=O)COC(=O)c2cccnc2Cl)c(C)n1-c1c(C)n(C)n(-c2ccccc2)c1=O	2	-10	-0.2	8	1	4.0	-4	11	-4	-1	4
CCN(CC)CCCN(C(=O)c1ccco1)c1nc(-c2ccc(Cl)cc2)cs1	18	7	0.0	-50	-7	-0.5	5	13	64*	-5	0
COc1ccc(CN2Cc3cccc4c3[C@@H](CC2=O)[C@H](O)[C@H](O)C4)cc1	7	-7	0.1	3	-1	-2.3	-22	7	-11	3	7
C=C1C(=O)OC2C=C(CO)CCC=C(CO)CC(OC(=O)C(C)C)C12 (stereo not drawn)	-1	87*	0.4	32	30	0.6	-23	9	64*	nt	-15

Source: PubChem (several laboratories)
